RECQ1 helicase – RECQ1 (human) helicase inhibition. RECQ1 DNA unwinding, red fluorescence kinetic read. Potency, µM (top dose mostly 57.3 µM), for the others: at the top dose activity, negative = inhibition, hits mostly inhibitors. actives 0.54% (n = 240,000). AID 2549;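 note: plate controls were vehicle for no effect and no enzyme for full effect; nearly all actives have a fitted effect of over 30% in size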
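50 nM RECQ1T1 preincubated 15 min with compound in Tris pH 8.0 buffer with MgCl2, DTT, Tween-20 and 2.5 ug/ml poly(dI-dC); started with 200 nM TAMRA/BHQ-2 forked duplex and 2 mM ATP. Unwinding read as fluorescence (525/598 nm), two reads 2 h apart.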
Lamin A splicing – LMNA splicing modulation | HeLa LMNA splicing GFP/RFP minigene ratio, 48 h | Potency, µM (titrated, usually from 46.1 µM), for inactives: at the top dose ratio change, negative = inhibition, most hits filed as inhibitors | actives 0.01% (n = 200,000) | AID 1487; active = well fitted inhibition curve with a large enough effect in the signal ratio, with a control signal flat, not every such curve was filed as active; inconclusive = small, poorly fitted or top-dose-only effect, or effect the other way, or a change in a side signal; the % refers to the signal ratio; note: % is set by controls: 0 for no effect and ±100 for the full control effect
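Read-out is the ratio of GFP to DsRed2 object intensity, acquired by 488 nm laser-scanning cytometry on HeLa lamin A-EGFP minigene reporter cells. Compound incubation 48 hrs at 37 °C in Opti-MEM with 2% FBS; DMSO 0.5% final.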
SMN2 splice enh – increases expression of the SMN2 splice variant. Potency, µM (top dose mostly 46.1 µM), for the others: at the highest dose activity change, positive = activation, actives largely listed as activators. actives 2.8% (n = 210,000). AID 1458. HEK293 SMN2-luciferase splicing reporter, luminescence, 30-36 h; note: % of control where 0% means no effect; nearly all actives have a fitted effect of over 55% in size
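HEK293 cells carry an SMN2 […]–luciferase reporter in which exon 7 inclusion puts luciferase in frame. Cells were plated 10-12 h before compound addition, then incubated 30-36 h at 37C. ONE-Glo luminescence was read; sodium butyrate at 4.5 mM final served as control.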
ALDH1A1 inh – ALDH1A1 (human) enzyme inhibition; P00352; Purified ALDH1A1, NADH fluorescence, propionaldehyde substrate; Potency, µM (series often up to 75.3 µM), without a hit: at the top dose activity, negative = inhibition, most hits filed as inhibitors; actives 7.3% (n = 220,000); AID 1030; active = well fitted inhibition curve with a large enough effect, not every such curve was filed as active; inconclusive = small, poorly fitted or top-dose-only effect, or another doubt; inactive = no such curve, though single readings can be large or run the other way;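 note: plate controls were no enzyme wells and a reference inhibitor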
Target sequence (P00352 whole entry, looked up): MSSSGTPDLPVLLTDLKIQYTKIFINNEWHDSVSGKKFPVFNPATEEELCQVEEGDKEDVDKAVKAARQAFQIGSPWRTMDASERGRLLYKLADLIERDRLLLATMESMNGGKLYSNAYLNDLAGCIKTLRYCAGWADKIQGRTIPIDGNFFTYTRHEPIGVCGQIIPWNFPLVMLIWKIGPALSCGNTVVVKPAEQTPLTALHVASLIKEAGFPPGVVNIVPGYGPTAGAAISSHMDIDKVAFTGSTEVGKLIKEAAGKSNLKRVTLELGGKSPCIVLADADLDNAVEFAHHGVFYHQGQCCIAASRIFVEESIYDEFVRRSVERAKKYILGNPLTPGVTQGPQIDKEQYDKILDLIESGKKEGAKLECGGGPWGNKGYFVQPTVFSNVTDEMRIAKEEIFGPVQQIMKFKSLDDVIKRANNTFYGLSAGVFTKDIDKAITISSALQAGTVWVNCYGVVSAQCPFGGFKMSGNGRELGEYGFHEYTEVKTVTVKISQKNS
JMJD2E inh – JMJD2E (human) inhibition | JMJD2E catalytic domain, FDH-coupled NADH fluorescence (FDH is formaldehyde dehydrogenase) | AID 2147 | Potency, µM (doses to about 57.1 µM), inactives show at the highest dose activity change, negative = inhibition, hits mostly inhibitors | actives 1.6% (n = 230,000); active = well fitted inhibition curve with a large enough effect, not every such curve was filed as active; inconclusive = small, poorly fitted or top-dose-only effect, or another doubt; inactive = no such curve, though single readings can be large or run the other way;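 note: 0% = wells with enzyme and -100% = buffer wells without enzyme; nearly all actives have a fitted effect of over 50% in size; many of its hits are not listed in these tables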
Target sequence (B2RXH2 1-337 limits assumed): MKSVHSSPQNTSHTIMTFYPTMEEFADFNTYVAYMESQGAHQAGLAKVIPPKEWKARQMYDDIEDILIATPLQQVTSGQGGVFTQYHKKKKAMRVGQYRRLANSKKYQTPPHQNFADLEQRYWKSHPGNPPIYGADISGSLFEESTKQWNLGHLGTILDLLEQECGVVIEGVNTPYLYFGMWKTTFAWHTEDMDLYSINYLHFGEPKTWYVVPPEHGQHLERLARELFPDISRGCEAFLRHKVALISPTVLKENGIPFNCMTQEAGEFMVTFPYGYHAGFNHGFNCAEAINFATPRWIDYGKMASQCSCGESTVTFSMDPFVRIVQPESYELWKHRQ
Tau fibril ThT – blocks human tau fibril formation measured by thioflavin T | Potency, µM (doses to about 57.4 µM), inactives show at the highest dose activity, negative = inhibition, usual class: inhibitors | recombinant tau K18 P301L (four-repeat tau fragment), heparin-induced fibrillization, ThT fluorescence | P10636 | actives 2.1% (n = 270,000) | AID 1460; note: % is set by controls: 0 for no effect and ±100 for the full control effect; nearly all actives have a fitted effect of over 55% in size
Target sequence (P10636 561-689 P618L limits assumed): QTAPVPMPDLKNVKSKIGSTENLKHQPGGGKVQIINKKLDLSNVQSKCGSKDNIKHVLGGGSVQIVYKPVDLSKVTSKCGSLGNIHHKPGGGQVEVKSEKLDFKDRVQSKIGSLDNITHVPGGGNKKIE
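In this qHTS, human K18 P301L tau is incubated with compound and heparin for 6 hr at 37 C, and Thioflavin T fluorescence then reports fibril load.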
Luc counter – Kinase-Glo luciferase inhibition (counter-screen). Q27757. Kinase-Glo luciferase, ATP luminescence, 8 min. Potency, µM (titrated, usually from 38.3 µM), without a hit: at the top dose activity change, negative = inhibition, usual class: inhibitors. actives 0.28% (n = 200,000). AID 1379; note: % is set by controls: 0 for no effect and ±100 for the full control effect; nearly all actives have a fitted effect of over 60% in size
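Compounds were added to a substrate mix at pH 7.2 (50 mM imidazole, 10 uM ATP, within the enzyme's linear range), followed by Kinase-Glo detection reagent; luminescence was measured after 8 minutes at ambient temperature.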
L3MBTL1 inh – inhibitors of human L3MBTL1; Q9Y468; AlphaScreen L3MBTL1–H3K9me1 peptide binding; Potency, µM (titrated, usually from 57.1 µM), for inactives: top-dose activity, negative = inhibition, usual class: inhibitors; actives 0.66% (n = 230,000); note: % is set by controls: 0 for no effect and ±100 for the full control effect; nearly all actives have a fitted effect of over 60% in size
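L3MBTL1 (50 nM) pre-complexed 30 min with biotinylated H3(1-15)K9me1 peptide (75 nM), then compounds added for 30 min at room temperature; AlphaScreen streptavidin donor/nickel chelate acceptor beads (10 ug/mL final) read after 30 min dark incubation.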
The depositor's hits bear a star; i = inactive; ? = inconclusive; · = no result given; [ ] = another dose, or the depositor's remark. Unless noted, calls come from the whole dose curve; as a rule, active = well fitted curve in the direction sought with a large enough effect; inconclusive = small, poorly fitted or top-dose-only effect, or another doubt; inactive = no such curve, though single readings can be large; an effect the other way counts as inactive or inconclusive. Potency is the fitted concentration of half-maximal effect.

no.	SMILES	RECQ1 helicase	Lamin A splicing	SMN2 splice enh	ALDH1A1 inh	JMJD2E inh	Tau fibril ThT	Luc counter	L3MBTL1 inh
1	CCSc1nc2sc3c(c2c(=O)n1CC)CC(C)(C)OC3	9%	?	-30%	0%	-3%	?	-5%	-3%
2	Cc1cccc(OCC(=O)Nc2ccc(C(=O)c3ccc(C(=O)O)cc3)cc2)c1	-14%	?	6%	8%	9%	-16%	-1%	3%
3	O=C1NC(=S)S/C1=C\c1ccc(SCc2ccccc2)o1	?	?	-16%	?	-1%	10µM*	-4%	28µM*
4	CCCCn1nnnc1SCC(=O)Nc1sc2c(c1C#N)CCCC2	-4%	?	-22%	28µM*	3%	?	0%	-4%
5	CSCCC(Nc1ncnc2ccc(Br)cc12)C(=O)O (stereo not given)	-3%	-3%	6%	?	1%	6%	-2%	-2%
6	C/C=C/C(=O)Nc1cccc(C(F)(F)F)c1	0%	-12%	-1%	13%	-1%	3%	-4%	11%
7	O=C(O)c1cnccn1	15%	-7%	-19%	-14%	?	-11%	-5%	3%
8	Cc1c(O)ccoc1=O	-9%	·	·	2%	?	0%	·	10%
9	CCc1noc(C)c1C(=O)Nc1nc(-c2cc(C)ccc2C)c(C)s1	i	5%	-27%	-3%	-3%	-3%	4%	4%
10	CN1C=CC=C/C1=C1\SC(=S)N(N)C1=O	-7%	-10%[46 µM]	-4%	?	-16%	?	-1%	2%
11	CCOC(=O)c1ccc(NC(=O)CSc2ncccn2)cc1	-9%	14%	13%	-10%	-9%	-15%	-1%	-3%
12	Cn1cccc1C(=O)N1CCC2(CCCN(Cc3ccc(C#N)cc3)C2)CC1	i	·	-13%	-14%	·	·	-1%	·
13	CCCCNC(=O)CCc1c(C)nc2nc(-c3cc(OC)cc(OC)c3)nn2c1C	-2%	-4%	24%	-1%	9%	-1%	-1%	·
14	Cc1nc2sc(C(=O)c3ccccc3)c(N)c2c2c1CCCC2	-10%	-16%	?	4µM*	-8%	?	-1%	6%
15	CCOc1ccccc1C(=O)NC1CCN(Cc2nnnn2C2CCCC2)CC1	i	10%	-26%	28µM*	0%	2%	2%	9%
16	COc1ccc(C(=O)NNC(=O)C(C)NC(=O)c2ccccc2NC(=O)c2ccco2)cc1 (stereo not given)	-11%	-6%	-4%	2%	-4%	-18%	-2%	7%
17	O=C(Nc1ccc(N2CCN(C(=O)c3ccccc3)CC2)cc1)c1ccc2c(c1)OCO2	-8%	10%	-61%[inhibitor]	?	12%	?	-6%	-6%
18	Cc1cccc(NC(=O)C2CC(=O)N/C(=N/N=C/c3ccco3)S2)c1 (stereo not given)	-3%	-9%	15%	8%	10%	3%	-1%	7%
19	COC(=O)c1c(NC(=S)Nc2ccccc2Cl)sc(C)c1C	6%	2%	-23%	?	-4%	?	-2%	0%
20	COc1cccc(-c2cc(=O)c3cc(O)ccc3o2)c1	-4%	·	·	-1%	55%[activator]	-5%	-8%	·
21	NC(=O)CSc1nc2ccccc2c(=O)n1Cc1ccco1	-4%	-8%	-43%[inhibitor]	?	11%	-2%	5%	11%
22	CCC(C)N(C(=O)COC(=O)C1C(C(=O)OC)=C(C)NC(C)=C1C(=O)OC)C1CCS(=O)(=O)C1 (stereo not given)	i	·	-1%	?	?	3%	1%	-21%
23	CC1=C(C(=O)OCC(C)C)C23C(=O)c4ccccc4C2(O1)OC(N)=C3C#N (stereo not given)	-8%	9%	14%	-3%	2%	?	-2%	-2%
24	CN1CCN(C(=S)NC(=O)/C=C/c2ccccc2)CC1	i	-5%	·	-5%	-5%	-1%	0%	·
25	Cc1cccn2c(CN(C)C3CCOC3)c(C(=O)N3CCCCC3)nc12 (stereo not given)	i	-12%[46 µM]	-4%	5%	-9%	-4%	6%	2%
26	CC(C)(C)NC(=O)Cn1c(-c2nonc2N)nc2ccccc21	-9%	-2%	-15%	12%	5%	4%	0%	·
27	N#CC(C#N)=C(N)/C(C#N)=C/c1ccc(O)cc1	29%	-5%	-18%	2.2µM*	-12%	5%	-6%	·
28	CC(C)[C@H](NC(=O)c1ccccc1)C(=O)O	-1%	-27%[46 µM]	-6%	-3%	6%	1%	0%	·
29	CCN(CC)C(=O)CSc1nnc2nnc3cc(OC)ccc3n12	-6%	·	·	·	-3%	-15%	·	-6%
30	CCOC(=O)C1CCCN(C(=O)/C=C/c2ccc(OC)cc2)C1 (stereo not given)	i	·	·	22µM*	-6%	-14%	-1%	11%

Exported in transposed form: 2 of the compounds above
21: NC(=O)CSc1nc2ccccc2c(=O)n1Cc1ccco1
22: CCC(C)N(C(=O)COC(=O)C1C(C(=O)OC)=C(C)NC(C)=C1C(=O)OC)C1CCS(=O)(=O)C1 (stereo not given)

Compound,21,22
RECQ1 helicase,-4%,i
Lamin A splicing,-8%,·
SMN2 splice enh,-43%[inhibitor],-1%
ALDH1A1 inh,?,?
JMJD2E inh,11%,?
Tau fibril ThT,-2%,3%
Luc counter,5%,1%
L3MBTL1 inh,11%,-21%

(more compounds)
no.	SMILES	RECQ1 helicase	Lamin A splicing	SMN2 splice enh	ALDH1A1 inh	JMJD2E inh	Tau fibril ThT	Luc counter	L3MBTL1 inh
31	C=CCn1c(SCC(=O)Nc2cccc3ccccc23)nnc1-c1cnccn1	-7%	2%	2%	5%	5%	0%	-1%	0%
32	NS(=O)(=O)c1ccc(NC(=S)Nc2cc(Cl)c(Cl)cc2Cl)cc1	i	11%	-9%	?	-4%	1%	3%	10%
33	c1ccc2sc(NCC3CCCO3)nc2c1 (stereo not given)	i	?	10µM*	8%	3%	5%	-14%	9%
34	O=C(NCc1ccccn1)Nc1cccc(Cl)c1	-2%	-3%	3%	13%	8%	-11%	-4%	2%
35	CN1CCC(N(C)C(=O)c2sc3cc(F)ccc3c2Cl)CC1	-4%	-2%[46 µM]	-7%	9%	-7%	-8%	1%	-13%
36	CC(=O)C1=C(C)NC(SCC(N)=O)=C(C#N)C1c1cccs1 (stereo not given)	-2%	10%	-10%	-2%	?	-11%	-5%	·
37	COc1ccc(C(C#N)N2N=C(C)CC2(C)C)cc1OC (stereo not given)	-16%	-4%	-7%	?	4%	-8%	8%	6%
38	Cn1cccc1C(=O)N1CCC2(CC1)CN(C(=O)Nc1cccc(C#N)c1)C2	-3%	·	-9%	28µM*	·	·	-6%	·
39	Cc1ccc(-n2c(Cc3cccn3C)nnc2SCC(=O)N2CCc3ccccc32)cc1	0.22µM*	?	-3%	?	-4%	-9%	-2%	0%
40	Cc1nc(CN(C)C(=O)c2cc(COc3c(F)cccc3F)on2)cs1	-10%	9%[46 µM]	·	6%	-15%	-6%	3%	1%
41	Brc1ccc2nc(-c3cccs3)c(NCC3CCCO3)n2c1 (stereo not given)	-7%	?	·	7.9µM*	?	?	-7%	-25%
42	O=C(NC(=S)Nc1cccc2cccnc12)c1cccs1	-8%	-14%[46 µM]	·	-5%	-5%	-1%	0%	6%
43	O=C(N=Nc1c(O)[nH]c2ccccc12)c1ccc(CN2CCOCC2)cc1	-6%	20%[46 µM]	-11%	-11%	-2%	?	8%	·
44	COc1ccc(CNC(=O)c2cc3c(=O)[nH]c4ccccc4c3n2C)cc1	-6%	-14%[46 µM]	-3%	?	?	5%	-3%	2%
45	CSCC[C@H](NC(=O)COc1ccc(Cl)cc1)c1nc2ccccc2[nH]1	3%	?	-43%[inhibitor]	?	-7%	-12%	-1%	-13%
46	CON(C)c1nc(OCCNC(=O)OCc2ccc(Cl)cc2Cl)nc(N(C)C)n1	-10%	7%	-18%	12%	13%	-9%	-1%	7%
47	O=C(O)C1CCCCC1C(=O)NCc1cn2ccccc2n1 (stereo not given)	i	-2%	8%	?	?	-3%	-3%	2%
48	Nc1c(C(=O)Nc2ccc(S(=O)(=O)N3CCCC3)cc2)sc2nc3ccc(OC(F)(F)F)cc3cc12	-6%	?	-3%	-4%	1%	5.6µM*	-3%	-34%
49	CC(C)C(NC(=O)COc1ccc2ccccc2c1)C(=O)N/N=C/C=C/c1ccccc1 (stereo not given)	-11%	20%	3%	-1%	-6%	8%	1%	·
50	OC(Cn1ccnc1)c1ccc(Cl)cc1Cl (stereo not given)	-2%	2%	-10%	4%	0%	4%	-2%	-1%

Quoted at random: six compounds from above.
no.	SMILES	RECQ1 helicase	Lamin A splicing	SMN2 splice enh	ALDH1A1 inh	JMJD2E inh	Tau fibril ThT	Luc counter	L3MBTL1 inh
16	COc1ccc(C(=O)NNC(=O)C(C)NC(=O)c2ccccc2NC(=O)c2ccco2)cc1 (stereo not given)	-11%	-6%	-4%	2%	-4%	-18%	-2%	7%
19	COC(=O)c1c(NC(=S)Nc2ccccc2Cl)sc(C)c1C	6%	2%	-23%	?	-4%	?	-2%	0%
11	CCOC(=O)c1ccc(NC(=O)CSc2ncccn2)cc1	-9%	14%	13%	-10%	-9%	-15%	-1%	-3%
17	O=C(Nc1ccc(N2CCN(C(=O)c3ccccc3)CC2)cc1)c1ccc2c(c1)OCO2	-8%	10%	-61%[inhibitor]	?	12%	?	-6%	-6%
14	Cc1nc2sc(C(=O)c3ccccc3)c(N)c2c2c1CCCC2	-10%	-16%	?	4µM*	-8%	?	-1%	6%
46	CON(C)c1nc(OCCNC(=O)OCc2ccc(Cl)cc2Cl)nc(N(C)C)n1	-10%	7%	-18%	12%	13%	-9%	-1%	7%

Bioassay records as filed in PubChem BioAssay.

Only part of the results is shown; rates above refer to the full screens.
